Compound activity deposited in PubChem by The Scripps Research Institute Molecular Screening Center.
PAD4 FP inh = blocks human protein arginine deiminase 4; Q9UM07; recombinant PAD4, RCA probe fluorescence polarization; inhibition, % at 6.36 µM; 330,000 tested, 0.41% active; AID 485272;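 active = percent inhibition above a cutoff equal to the mean of all tested compounds plus 3 SD, cut at about 15% in these data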;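 also: 0% = PAD4 with RCA probe and DMSO and 100% = probe without PAD4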
pPAFAH FP inh = inhibitors of human plasma PAF acetylhydrolase (pPAFAH). 330,000 tested, 1.5% active. inhibition, % at 3.39 µM. recombinant pPAFAH, FP-rhodamine probe fluorescence polarization;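 active = inhibition above the mean inhibition across the screen plus 3 SD, cut at about 25% in these data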;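 also: inhibitors block binding of the rhodamine activity-based probe so polarization drops; 0% = enzyme with DMSO and 100% = wells lacking pPAFAH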
Target sequence (Q13093 whole entry, looked up): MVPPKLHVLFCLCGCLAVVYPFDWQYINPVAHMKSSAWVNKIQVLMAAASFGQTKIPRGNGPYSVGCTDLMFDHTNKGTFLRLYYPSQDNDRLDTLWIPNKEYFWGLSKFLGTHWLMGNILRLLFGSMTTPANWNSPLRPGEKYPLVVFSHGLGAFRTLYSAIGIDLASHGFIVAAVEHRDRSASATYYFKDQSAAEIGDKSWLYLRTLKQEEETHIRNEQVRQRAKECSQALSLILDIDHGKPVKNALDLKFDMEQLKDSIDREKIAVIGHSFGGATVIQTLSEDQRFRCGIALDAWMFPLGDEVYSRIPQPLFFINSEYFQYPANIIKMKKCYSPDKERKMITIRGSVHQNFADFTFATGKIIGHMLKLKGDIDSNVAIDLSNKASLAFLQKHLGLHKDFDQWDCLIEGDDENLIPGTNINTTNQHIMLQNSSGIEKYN
PREPL inh = human PREPL enzyme inhibition | Q4J6C6 | recombinant PREPL, fluorescence polarization activity-based probe | inhibition, % at 5.96 µM | 320,000 tested, 0.68% active; in the data active = inhibition above about 43%;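 also: 0% = enzyme with DMSO and 100% = wells lacking enzyme; many of its hits are not listed in these tables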
PAFAH1B2 FP inh = blocks human PAF acetylhydrolase 1b catalytic subunit 2; P68402; recombinant PAFAH1B2, FP-rhodamine activity probe, fluorescence polarization; inhibition, % at 3.39 µM; 340,000 tested, 1.2% active;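 active = inhibition above the mean of all tested compounds plus 3 SD, cut at about 24% in these data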;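 also: 0% = enzyme with DMSO and 100% = wells lacking PAFAH1B2; many of its hits are not listed in these tables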
Target sequence (P68402 whole entry, looked up): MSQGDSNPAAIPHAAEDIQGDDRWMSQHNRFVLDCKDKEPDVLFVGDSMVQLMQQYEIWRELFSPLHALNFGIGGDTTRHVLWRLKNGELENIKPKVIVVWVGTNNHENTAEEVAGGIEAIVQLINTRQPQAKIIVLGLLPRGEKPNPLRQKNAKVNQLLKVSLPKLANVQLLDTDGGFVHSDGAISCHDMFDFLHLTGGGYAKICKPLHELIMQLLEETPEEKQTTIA
PAFAH1B3 FP inh = blocks human PAF acetylhydrolase 1B catalytic subunit 3 | 340,000 tested, 0.28% active | Q15102 | recombinant PAFAH1B3, FP-rhodamine probe, fluorescence polarization | AID 492972 | inhibition, % at 3.39 µM;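 active = inhibition above the screen-wide average of all tested compounds plus 3 SD, cut at about 25% in these data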;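 also: 0% = enzyme with DMSO only and 100% = wells lacking PAFAH1B3 protein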
Target sequence (Q15102 whole entry, looked up): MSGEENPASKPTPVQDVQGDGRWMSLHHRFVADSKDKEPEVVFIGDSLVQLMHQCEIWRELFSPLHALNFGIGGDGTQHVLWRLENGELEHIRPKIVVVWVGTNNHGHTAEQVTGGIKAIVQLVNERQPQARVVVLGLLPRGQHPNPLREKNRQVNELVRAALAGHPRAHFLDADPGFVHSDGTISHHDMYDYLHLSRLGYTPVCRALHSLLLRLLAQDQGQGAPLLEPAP
The depositor's hits bear a star; / = no result given. Not all compounds are listed; the hit share may differ from the screen's.

entry	SMILES	PAD4 FP inh	pPAFAH FP inh	PREPL inh
1	C[C@]12CCC3C(CC[C@H]4C[C@@H](O)CC[C@]34C)C1C[C@@H](Br)[C@H]2O (some centres not stated)	-3.0	-2.3	-4.0
2	O=c1[nH]c(=S)n(-c2ccccc2)c(O)c1C=NCCN1CCNCC1	/	/	/
3	CC(=O)NC1=C(N2CC2C)C(=O)C(NC(C)=O)=C(N2CC2C)C1=O (configuration not stated)	/	/	/
4	CCOC(=O)[C@]12Cc3cc(OC)ccc3[C@H]1N(Cc1ccccc1)C(=O)c1ccccc12	/	/	/
5	NC(=O)Cn1cc(C=C2C(=O)NC(=O)NC2=O)c2ccccc21	/	/	/
6	CC12CC(=O)C3C(CCC4CC=CCC43C)C1CCC2=O (configuration not stated)	/	/	/
7	COc1cc2c(cc1OC)C1C(=O)c3ccc4c(c3OC1CO2)CC(C(C)C)O4 (configuration not stated)	/	/	/
8	CC1CCOC(=O)C=CC=CC(=O)OC2CC3OC4C5OC5(C)C(O)CC4(COC(=O)C1O)C2(C)C31CO1 (configuration not stated)	/	/	/
9	CC12CCC3C(CCCC4CC(=O)CCC43C)C1CCC2O (configuration not stated)	/	/	/
10	N#Cc1ncc(N=Cc2ccc(N(CCCl)CCCl)cc2)s1	/	/	/
11	N#CC1c2ccccc2-n2nncc2CN1S(=O)(=O)c1cc(Cl)cc(Cl)c1 (configuration not stated)	/	/	/
12	C(#CCN1CCCC1)CN1CCCC1	/	/	/
13	COc1cc2[nH]c(=O)n(-c3ccc(C)cc3)c(=O)c2cc1OC	/	/	/
14	O=C1NC(=O)C(Nc2ccc(Cl)c(Cl)c2)C(=O)N1	/	/	/
15	C=CCCC1(C2=CCCCC2)C(=O)NC(=O)NC1=O	/	/	/

entry	PAFAH1B2 FP inh	PAFAH1B3 FP inh
1	/	/
2	4.1	7.7
3	2.1	14.9
4	6.1	4.4
5	4.2	-2.5
6	7.6	8.3
7	6.8	13.3
8	3.5	8.3
9	7.7	8.4
10	16.1	11.1
11	-0.3	4.8
12	2.8	11.8
13	0.1	5.8
14	5.3	1.8
15	7.6	3.1

Compounds listed so far with a cyano group (2):
entry	SMILES	PAD4 FP inh	pPAFAH FP inh	PREPL inh
10	N#Cc1ncc(N=Cc2ccc(N(CCCl)CCCl)cc2)s1	/	/	/
11	N#CC1c2ccccc2-n2nncc2CN1S(=O)(=O)c1cc(Cl)cc(Cl)c1 (configuration not stated)	/	/	/

entry	PAFAH1B2 FP inh	PAFAH1B3 FP inh
10	16.1	11.1
11	-0.3	4.8

Whole records, looked up by structure.
Profile of N#Cc1ncc(N=Cc2ccc(N(CCCl)CCCl)cc2)s1 = PAD4 FP inh = /; pPAFAH FP inh = /; PREPL inh = /; PAFAH1B2 FP inh = 16.1; PAFAH1B3 FP inh = 11.1
Profile of CC12CC(=O)C3C(CCC4CC=CCC43C)C1CCC2=O (configuration not stated) = PAD4 FP inh = /; pPAFAH FP inh = /; PREPL inh = /; PAFAH1B2 FP inh = 7.6; PAFAH1B3 FP inh = 8.3

Next section
entry	SMILES	PAD4 FP inh	pPAFAH FP inh	PREPL inh
16	CC12CCC(O)CC1CCC1C2CCC2(C)C(C(=O)CC(O)C(F)(F)F)CCC12 (configuration not stated)	/	/	/
17	CC(O)C1C=CC=CC(=O)OC2CC3OC4C5OC5(C)C(O)CC4(COC(=O)C(O)C(C)CCO1)C2(C)C31CO1 (configuration not stated)	/	/	/
18	NC(=O)c1c(Br)n(C2OC(CO)C(O)C2O)c2ncnc(N)c12 (configuration not stated)	/	/	/
19	CCCOC(=O)C1C2CCC(O2)C1C(=O)O (configuration not stated)	/	/	/
20	Oc1ccc(O)c2c1C1(Cl)C(Cl)=C(Cl)C2(Cl)C1(Cl)Cl	/	/	/
21	COc1ccc(N2C(=O)C(=O)N(c3ccc(OC)cc3)P2(=O)N(CCCl)CCCl)cc1	/	/	/
22	Cc1ccc(C(=O)N2CC2C)cc1 (configuration not stated)	/	/	/
23	CCC1CN1P(=O)(N1CCCC1)N1CC1CC (configuration not stated)	/	/	/
24	CC(CN(C)C1CCN(C)CC1)c1ccccc1 (configuration not stated)	/	/	/
25	COc1cc(C(=O)OC2C[C@H]3CC[C@@H](C2)N3C)ccc1O (some centres not stated)	/	/	/
26	CCOC(=O)c1cc2c(cn1)[C@H](CCO)NC2	/	/	/
27	CC1([N+](=O)[O-])COP(=O)(Nc2ccccc2F)OC1 (configuration not stated)	/	/	/
28	O=C1NC(=O)C(=Cc2ccco2)C(=O)N1	/	/	/
29	O=C(CF)N(O)c1ccc(C=Cc2ccccc2)cc1	/	/	/
30	O=[N+]([O-])c1oc2ccc3ccccc3c2c1CCO	/	/	/

entry	PAFAH1B2 FP inh	PAFAH1B3 FP inh
16	-1.0	12.7
17	0.7	-4.7
18	0.8	3.3
19	5.0	5.3
20	-0.3	-2.1
21	1.2	2.4
22	-1.3	-9.1
23	5.8	5.4
24	2.1	5.8
25	-1.0	1.6
26	0.8	6.9
27	7.0	-0.1
28	1.3	3.1
29	6.2	9.6
30	-2.8	8.7

Next results.
entry	SMILES	PAD4 FP inh	pPAFAH FP inh	PREPL inh
31	O=C1CC(=O)N(Cc2ccccc2)C(=O)N1	/	/	/
32	Cn1c(=O)c2c(nc(-c3ccc(N(CCCl)CCCl)cc3)n2C)n(C)c1=O	/	/	/
33	NC(Cc1ccc(O)cc1)C(=O)NN=Cc1ccc(N(CCCl)CCCl)cc1 (configuration not stated)	/	/	/
34	CCC1(Oc2ccccc2)C(=O)NC(=O)NC1=O	/	/	/
35	NC(=Nc1ccccc1)NN=Cc1c[nH]c2ccccc12	/	/	/
36	O=C(Nc1ccc(Cl)cc1)N1CC1	/	/	/
37	CCC(=O)O[C@H]1CC[C@H]2[C@@H]3CCC4=CC(=O)CC[C@]4(C)[C@H]3CC[C@]12C	/	/	/
38	O=C1NC(=O)C(Cc2ccccc2)(Cc2ccccc2)C(=O)N1	/	/	/
39	CNC(=O)Oc1ccccc1C1CCCCC1	/	/	/
40	COc1ccc(-c2n(-c3ccccn3)c3ccccc3[n+]2-c2ccccn2)cc1	/	/	/
41	CCOC(=O)C1(c2ccccc2)CCN(CCC(=O)Nc2cccc(Br)c2)CC1	/	/	/
42	COc1ccc2c(c1)C13CCN(C)C(C2)C1CCC1(C3)OCCO1 (configuration not stated)	/	/	/
43	COC1=C(C)C(=O)C2=C(C1=O)C(CO)N1C(C#N)C3CC4C(C1C2N1CCOC41)N3C (configuration not stated)	/	/	/
44	O=C1NC(=S)NC(=O)C1=Cc1ccc(OCc2ccccc2)cc1	/	/	/
45	CC1(C)CCCN1CCC(C(N)=O)(c1ccccc1)c1ccccc1	/	/	/

entry	PAFAH1B2 FP inh	PAFAH1B3 FP inh
31	6.4	11.2
32	5.0	3.6
33	7.9	2.1
34	7.8	5.4
35	5.5	5.7
36	6.5	9.5
37	1.6	2.6
38	6.2	11.6
39	15.0	-0.2
40	-0.1	2.8
41	1.4	-1.0
42	5.2	10.7
43	2.6	4.2
44	16.1	3.1
45	2.0	9.8

Next compounds follow:
entry	SMILES	PAD4 FP inh	pPAFAH FP inh	PREPL inh
46	CCOc1cc(C=C2C(=O)NC(=S)NC2=O)ccc1O	/	/	/
47	CC1([N+](=O)[O-])COP(=O)(Nc2ccc(Cl)cc2)OC1 (configuration not stated)	/	/	/
48	O=c1[nH]c(=S)n(-c2ccccc2Cl)c(O)c1C=NCCN1CCNCC1	/	/	/
49	COc1cccc(OCc2cc(C(=O)N3C[C@H]4C[C@@H](C3)c3cccc(=O)n3C4)no2)c1	/	/	/
50	CC1([N+](=O)[O-])COP(=O)(Nc2cccc(Cl)c2)OC1 (configuration not stated)	/	/	/
51	O=P(O)(Oc1ccccc1)c1ccccc1	/	/	/
52	c1cnc(OCCN2CC2)cn1	/	/	/
53	Oc1c(Br)cc(-c2ccccc2)cc1Br	/	/	/
54	CC12CCC3C(CCC4CC(=O)C(C(O)C(F)(F)F)CC43C)C1CCC2O (configuration not stated)	/	/	/
55	CC1C=CCCC12C(=O)NC(=O)NC2=O (configuration not stated)	/	/	/
56	CC1C(=O)OC2CCN3CC=C(COC(=O)C(C)(O)C1(C)O)C23 (configuration not stated)	/	/	/
57	CC(=O)OC1CC(OC2C(O)CC(OC3C(O)CC(OC4CCC5(C)C(CCC6C5CCC5(C)C(C7=CC(=O)OC7)C(O)CC65O)C4)OC3C)OC2C)OC(C)C1OC1OC(CO)C(O)C(O)C1O (configuration not stated)	/	/	/
58	c1ccc(NC2=NCCCS2)cc1	/	/	/
59	Nc1ncnc2c1ncn2[C@@H]1O[C@H](COP(=O)(O)CP(=O)(O)O)[C@@H](O)[C@H]1O	/	/	/
60	c1ccc(CNC2CN3CCC2CC3)cc1 (configuration not stated)	/	/	/

entry	PAFAH1B2 FP inh	PAFAH1B3 FP inh
46	3.6	4.5
47	8.9	1.0
48	12.6	13.0
49	1.4	5.0
50	1.8	2.5
51	8.6	3.4
52	4.2	0.7
53	5.5	9.9
54	1.8	4.7
55	2.1	-2.6
56	0.4	0.7
57	-0.1	5.8
58	7.4	6.3
59	10.1	0.6
60	1.0	0.2

Laid out differently: 2 of the compounds above.
[5] NC(=O)Cn1cc(C=C2C(=O)NC(=O)NC2=O)c2ccccc21
[6] CC12CC(=O)C3C(CCC4CC=CCC43C)C1CCC2=O (configuration not stated)
Assay by compound	5	6
PAD4 FP inh	/	/
pPAFAH FP inh	/	/
PREPL inh	/	/
PAFAH1B2 FP inh	4.2	7.6
PAFAH1B3 FP inh	-2.5	8.3

(further entries)
entry	SMILES	PAD4 FP inh	pPAFAH FP inh	PREPL inh
61	COc1cc2c(cc1OC)C13CCN4CC5CCOC6CC(=O)N2C1C6C5CC43 (configuration not stated)	/	/	/
62	COC(=O)Nc1nc2ccccc2[nH]1	/	/	/
63	O=C(NC1CCCCC1)N1Cc2ccccc2-n2nncc2C1	/	/	/
64	CC(=O)OCC12CC(OC(=O)CC(C)C)C(C)=CC1OC1C(O)C(OC(C)=O)C2(C)C12CO2 (configuration not stated)	/	/	/
65	Nc1ccc(CC2=NCCN2)cc1	/	/	/
66	CC12CCC3C(CC=C4CC(O)CCC43C)C1CC(=CN1CCOCC1)C2=O (configuration not stated)	/	/	/
67	COC(=O)C1=C(C(=O)OC)C2c3ccccc3C1c1ccccc12	/	/	/
68	N#Cc1cn(C2OC(CO)C(O)C2O)c2ncnc(N)c12 (configuration not stated)	/	/	/
69	CC12CC1(C)C(=O)N(c1cc(Cl)cc(Cl)c1)C2=O (configuration not stated)	/	/	/
70	CC1=CC(C)CC(C)OC(=O)CC(c2ccc(O)cc2)NC(=O)C(Cc2c(Br)[nH]c3ccccc23)N(C)C(=O)C(C)NC(=O)C(C)C1 (configuration not stated)	/	/	/
71	O=[As](O)(O)c1ccc(N=Nc2ccc(O)cc2)cc1	/	/	/
72	CN1CN(c2ccccc2)C2(CCN(CCCSc3ccccc3NC(=O)/C=C/c3ccccc3)CC2)C1=O	/	/	/
73	c1ccc2c(c1)cc1ccc3cccc4ccc2c1c34	/	/	/
74	CC(C)(C)N1CC(C(=O)c2ccccc2)C1c1ccccc1 (configuration not stated)	/	/	/
75	COc1ccccc1NC(=O)c1cn(CCC#N)nc1-c1cccc(Cl)c1	/	/	/

entry	PAFAH1B2 FP inh	PAFAH1B3 FP inh
61	6.1	9.3
62	4.2	5.1
63	-1.2	9.5
64	0.1	3.7
65	1.2	7.1
66	-1.2	4.7
67	3.2	7.0
68	3.4	7.9
69	-0.9	4.5
70	1.5	12.2
71	4.9	8.0
72	3.3	0.4
73	-2.1	7.5
74	-1.4	-2.2
75	2.1	6.0

Remaining list, next part:
entry	SMILES	PAD4 FP inh	pPAFAH FP inh	PREPL inh
76	CC(N)Cc1c[nH]c2ccc(O)cc12 (configuration not stated)	/	/	/
77	CC(C)(C)C(=O)C(Oc1ccc(Cl)cc1)n1cncn1 (configuration not stated)	/	/	/
78	CCCCC1(CCO)C(=O)NC(=S)NC1=O	/	/	/
79	O=C(Nc1ccccc1)N1Cc2ccccc2-n2nncc2C1	/	/	/
80	COC1=C[C@@H]2[C@@H]3Cc4ccc(OC)c(O)c4[C@]2(CCN3C)CC1=O	/	/	/
81	COP(=S)(OC)Oc1ccc(Sc2ccc(OP(=S)(OC)OC)cc2)cc1	/	/	/
82	CN1CCc2cc3c(cc2C1)OCO3	/	/	/

entry	PAFAH1B2 FP inh	PAFAH1B3 FP inh
76	5.7	7.0
77	5.5	4.5
78	4.0	6.5
79	2.6	11.2
80	7.2	6.4
81	-1.1	-1.8
82	-0.5	11.4
